Source: PubChem
NPY Y1 blocker – NPY-Y1 (human) receptor antagonism; P25929; HEK293-CNG Y1 cells, membrane potential fluorescence; NPY at EC95, then isoproterenol; inhibition, % at 3.6 µM; 1% of 200,000 active;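 active = inhibition above the campaign mean inhibition of all tested compounds plus 3 SD, cut at about 20% in these data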;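 note: 0% = DMSO wells given NPY plus isoproterenol and 100% = isoproterenol alone without NPY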
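Benchmarks – high control isoproterenol alone, low control NPY with isoproterenol · Material – HEK293 Y1/CNG channel cell line · Times – dye 3 h, compound 60 min room temperature, stimulation 45 min · Probe or stimulus – NPY (25 nM), isoproterenol (1 µM), Ro 20-1724 (25 µM) · Evaluation – % inhibition of NPY effect · Signal – fluorescence, membrane potential probe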
S1P4 agonist – agonists of human S1P4 receptor | activation, % at 4.98 µM | AID 1509 | S1P4-expressing cell line, agonist reporter assay | O95977 | 0.35% of 220,000 active; in the data active = activation above about 11%;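 note: 0% = DMSO vehicle and 100% = reference agonist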
NPY-Y2 PAM-ag – potentiators or agonists of human neuropeptide Y receptor Y2 | P49146 | cells expressing NPY-Y2, potentiator/agonist read-out | activation, % at 3.6 µM | 0.45% of 220,000 active | AID 1359; in the data active = activation above about 27%;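 note: cells stimulated with NPY near EC25 plus isoproterenol at EC100; 0% = vehicle plus submaximal agonist and 100% = vehicle plus saturating agonist; some results beyond the cut were filed as inactive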
NPY-Y1 PAM-ag – potentiators or agonists of human neuropeptide Y receptor Y1. AID 1304. NPY-Y1 expressing cells, potentiator/agonist activation. P25929. 0.37% of 220,000 active. activation, % at 3.6 µM; in the data active = activation above about 33%, passing the limit was not always enough;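 note: cells stimulated with NPY at EC10 then isoproterenol at EC100; 0% = low agonist plus stimulus and 100% = saturating agonist plus stimulus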
p97 inhibitor – inhibitors of human p97 ATPase | AID 1481 | recombinant p97 ATPase, Kinase-Glo ATP luminescence, 3 h | inhibition, % at 8 µM | 0.42% of 220,000 active | P55072; in the data active = inhibition above about 15%;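 note: 0% = DMSO vehicle and 100% = wells lacking enzyme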
eIF4E-4G inh – inhibitors of eIF4E and eIF4G interaction in translation initiation. P63073+Q04637. TR-FRET eIF4E-eIF4GI(517-606) binding, 2 h. inhibition, % at 21.7 µM. 0.37% of 220,000 active. AID 782;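 active = inhibition above about 30%, limit read from the data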;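 note: 0% = full FRET control wells and 100% = background wells lacking eIF4GI fragment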
Target sequence (P63073 whole entry, looked up, the tested form may be a part): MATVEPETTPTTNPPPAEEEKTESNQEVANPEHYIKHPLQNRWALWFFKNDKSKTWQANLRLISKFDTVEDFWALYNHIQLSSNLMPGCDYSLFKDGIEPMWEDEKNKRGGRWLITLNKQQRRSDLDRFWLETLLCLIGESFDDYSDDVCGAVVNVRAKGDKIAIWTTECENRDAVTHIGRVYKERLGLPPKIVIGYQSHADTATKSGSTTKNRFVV
Target sequence (Q04637 whole entry, looked up, the tested form may be a part): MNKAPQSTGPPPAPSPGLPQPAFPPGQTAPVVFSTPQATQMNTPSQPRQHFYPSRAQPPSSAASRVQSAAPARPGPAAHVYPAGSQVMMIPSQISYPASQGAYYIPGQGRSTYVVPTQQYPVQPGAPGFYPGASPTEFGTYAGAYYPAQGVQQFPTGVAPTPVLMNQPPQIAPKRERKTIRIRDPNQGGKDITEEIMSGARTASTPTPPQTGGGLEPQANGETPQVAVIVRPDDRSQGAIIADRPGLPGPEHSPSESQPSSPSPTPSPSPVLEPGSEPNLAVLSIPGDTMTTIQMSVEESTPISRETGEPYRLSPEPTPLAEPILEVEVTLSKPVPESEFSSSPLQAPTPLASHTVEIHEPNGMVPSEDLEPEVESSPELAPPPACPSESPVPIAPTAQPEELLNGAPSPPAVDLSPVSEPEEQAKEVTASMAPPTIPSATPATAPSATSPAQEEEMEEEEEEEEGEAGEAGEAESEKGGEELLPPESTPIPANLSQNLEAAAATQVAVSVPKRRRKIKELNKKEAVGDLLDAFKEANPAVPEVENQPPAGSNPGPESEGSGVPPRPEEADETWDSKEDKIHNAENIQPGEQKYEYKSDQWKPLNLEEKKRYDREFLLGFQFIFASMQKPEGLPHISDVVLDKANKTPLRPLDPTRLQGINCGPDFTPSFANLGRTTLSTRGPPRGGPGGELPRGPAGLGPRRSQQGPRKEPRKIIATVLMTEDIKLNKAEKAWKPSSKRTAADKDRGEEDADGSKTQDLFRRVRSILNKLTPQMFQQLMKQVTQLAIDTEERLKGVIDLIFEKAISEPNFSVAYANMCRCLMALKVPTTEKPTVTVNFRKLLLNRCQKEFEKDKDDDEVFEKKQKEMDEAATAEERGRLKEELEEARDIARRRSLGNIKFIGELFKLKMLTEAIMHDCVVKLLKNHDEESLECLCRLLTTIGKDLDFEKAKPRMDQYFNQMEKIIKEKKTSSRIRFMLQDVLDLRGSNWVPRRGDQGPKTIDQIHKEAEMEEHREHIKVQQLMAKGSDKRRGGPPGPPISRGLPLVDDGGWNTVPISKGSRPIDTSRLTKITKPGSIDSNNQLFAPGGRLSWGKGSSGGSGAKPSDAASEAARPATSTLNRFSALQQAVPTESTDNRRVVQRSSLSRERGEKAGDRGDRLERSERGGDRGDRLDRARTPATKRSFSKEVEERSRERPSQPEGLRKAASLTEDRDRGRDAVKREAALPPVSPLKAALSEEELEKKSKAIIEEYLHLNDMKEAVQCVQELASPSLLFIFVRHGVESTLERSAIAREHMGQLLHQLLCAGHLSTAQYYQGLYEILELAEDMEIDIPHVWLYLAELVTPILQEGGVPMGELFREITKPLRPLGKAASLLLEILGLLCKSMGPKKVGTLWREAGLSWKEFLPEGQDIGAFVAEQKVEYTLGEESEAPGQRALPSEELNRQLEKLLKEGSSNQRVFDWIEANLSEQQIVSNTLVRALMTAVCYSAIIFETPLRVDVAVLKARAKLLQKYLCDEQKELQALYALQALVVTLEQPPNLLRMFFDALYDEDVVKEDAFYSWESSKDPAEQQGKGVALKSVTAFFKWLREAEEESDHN
EP2 antag – blocks the human prostaglandin E2 receptor EP2; P43116; C6 glioma cells expressing human EP2, cAMP TR-FRET; cells stimulated with saturating PGE2; inhibition, % at 25 µM; 0.52% of 260,000 active; AID 1422;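 active = percent inhibition above 40 after rounding to a whole number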;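 note: rat C6 glioma host cells with rolipram phosphodiesterase inhibitor present; the protocol text gives 20 µM as final concentration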
S1P4 antag – antagonists of human S1P4 receptor. S1P4-expressing cells, antagonist mode, reporter read-out. inhibition, % at 4.98 µM. 0.26% of 220,000 active. AID 1510; in the data active = inhibition above about 29%;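 note: 0% = wells stimulated with agonist and 100% = vehicle wells without agonist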
EP2 mod – EP2 receptor (human) modulation. EP2-expressing cells, cAMP HTRF FRET, PGE2 co-stimulation. induction, % at 25 µM. 0.83% of 260,000 active. AID 940;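 active = compounds whose cAMP rise, as percent of the full-agonist control response, exceeds 60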;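 note: rat C6 glioma line stably carrying human EP2 under a CMV promoter; the protocol text gives 20 µM as final concentration; 100% = response of wells given 1 µM PGE2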
* hit, by the source's call; . = no result given; & = joins results of further samples; [ ] = dose if it differs, or a comment.

SMILES	NPY Y1 blocker	S1P4 agonist	NPY-Y2 PAM-ag	NPY-Y1 PAM-ag	p97 inhibitor	eIF4E-4G inh	EP2 antag	S1P4 antag	EP2 mod
COc1ccc2c(=O)c3c(=O)n(-c4ccccc4)c(-c4ccco4)nc3oc2c1	7	0.8	0	-4	4	-1[fluorescence artefact?]	12	-6	12
Cc1ccc(-c2onc3ccc(C4(C)OCCO4)cc23)cc1	0	0.5	-5	-8	-2	-6	19	1	23
Cc1ccc(C)c(NC(=O)c2oc(=O)c3ccccc3c2-c2ccccc2)c1	6	1.6	-25	-22	-3	3	11	-15	45
Cc1ccc(C)c(N(C(=O)CS(=O)CC(=O)Nc2ccc3c(c2)OCO3)C(C)C(=O)NC2CCCC2)c1 (stereo not given)	-2	-0.6	-1	8	0	4	13	0	21
CC(OC(=O)c1cccnc1)C(=O)NCc1ccc2c(c1)OCO2 (stereo not given)	1	-3.1	4	-1	2	-7	10	8	14
COc1ccc(CNC(=O)Nc2cccc3ccccc23)cc1	2	-1.2	1	5	3	-5[fluorescence artefact?]	9	-12	-26
Cc1ccc(NC(=O)CSc2ccccc2NC(=O)c2ccccc2)cc1Cl	5	0.1	-9	4	-1	-1[fluorescence artefact?]	8	-5	-33
Cc1ccc(S(=O)(=O)Cn2nnnc2C(c2ccc(F)cc2)N2CCC(C(N)=O)CC2)cc1 (stereo not given)	-2	-2.5	5	-7	0	-6	12	-12	-13
COc1ccc(C(=O)C(CO)Oc2ccccc2OC)cc1OC (stereo not given)	1	-0.4	12	3	-1	5	.	-9	-5
CCOC(=O)C1CCN(CCC(=O)Nc2ccccc2)CC1	4	-0.4	-6	-4	-7	-3[fluorescence artefact?]	16	-26	-8
COc1ccc(-c2nnc(SCc3ccccn3)n2C)cc1	5	-2.3	-11	-7	2	1	9&20	-4	4&15
Cc1c(NC(=O)COC(=O)c2cc3c4ccccc4n(C)c3s2)c(=O)n(-c2ccccc2)n1C	-4	1.6	-12	-10	7	-12[fluorescence artefact?]	8	-2	5
CCn1ccnc1CN(C)C(=O)c1cc(COc2c(F)cccc2F)on1	-4	0.9	5	4	2	-1	3	2	4
Cc1ccc2[nH]c(=O)c(CN(C(=O)c3cccc([N+](=O)[O-])c3)C(C)C)cc2c1	.	1.3	8	5	6	-4	9	-3	5
O=S(=O)(c1cccc(-c2csc(-c3cccnc3)n2)c1)N1CCOCC1	.	-0.1	2	-5	3	0	5	0	-36
CCc1cc(C(c2ccncc2)N2CCN(C)CC2)c(NC(=O)c2ccccc2)s1 (stereo not given)	1	1.7	15	3	1	17[fluorescence artefact?]	2	-13	-1
CC1CC(C)(C)NC(=S)N1CCCC(=O)Nc1ccc2c(c1)OCCO2 (stereo not given)	4	1.3	10	2	0	0	1	-9	0
CCOC(=O)N1CCN(C(=O)COc2ccccc2Cl)CC1	1	-1.2	6	3	-5	0	12	-13	22
CN(c1ccccc1)S(=O)(=O)c1ccc(Cl)c(C(=O)OCC(=O)NC2CCS(=O)(=O)C2)c1 (stereo not given)	6	-0.9	-4	-5	3	2	1	12	-4
S=c1[nH]nc(CN2CCCC2)n1Cc1ccccc1	1	2.1	2	0	-2	-5	3	-14	11
Cc1cccn2c(=O)c(/C=N/O)c(Nc3ccccc3F)nc12	.	-0.4	-3	13	6	-8	7	-13	14
CCOc1ccccc1Oc1cn[nH]c1-c1ccc(OC)cc1O	1	2.2	-18	30	-4	-5	14	5	6
COCCCNC(=O)CSc1c2c(nc3ccc(Cl)cc13)CCCC2	3	-1.4	-2	-4	-2	-3	7	0	31
O=C(Nc1ccc(S(=O)(=O)C(F)F)cc1)c1cccc(S(=O)(=O)N2CCOCC2)c1	-4	1.3	-10	10	5	0	16	-20	-32
CCOC(=O)c1ccccc1NC(=S)N1CCN(C2CCCCC2)CC1	1	0.9	1	-1	0	1	9	12	-6
Cc1nc2[nH]c(=O)c3c(n2n1)NC1=C(C(=O)CC(C)(C)C1)C3c1ccccc1 (stereo not given)	8	-0.4	-11	-6	0	0	7	-1	42
COc1ccc(S(=O)(=O)NC(C(C)C)C(C)C)cc1OC	-5	1.5	-1	-4	-2	-5	8	-72	-1
Cc1ccc(/C=C/C(=O)c2ccc(C)cc2)cc1	11	3.4	-6	-39	-7	3	9	-15	51
CC1CCCCN1C(=O)Cn1c(=O)n(CCC(=O)NCc2ccco2)c(=O)c2sccc21 (stereo not given)	1	0.0	-2	20	-2	3[fluorescence artefact?]	8	-1	-5
COc1ccccc1N1CCN(S(=O)(=O)/C=C/c2ccccc2)CC1	3	2.4	-11	2	-4	-1	-3	2	-7
CC1CCCC(NC(=O)CC2Nc3ccccc3NC2=O)C1C (stereo not given)	0	0.1	-5	10	-4	-9	.	-8	12
CCN(CC)CCCN(Cc1cc2cc3c(cc2[nH]c1=O)OCO3)C(=S)Nc1ccccc1	11	-0.2	-10	-3	10	-2	8	-21	-35
NS(=O)(=O)c1ccc(Oc2ccc(S(N)(=O)=O)cc2)cc1	0	1.1	-12	-14	1	0	9	-16	-26
Cc1ccc(C(=O)Nc2sc(C(=O)N(C)C)c(C)c2C#N)cc1	2	0.6	1	-15	2	15	2	-6	9
CCc1c(C#N)c(SCCC(=O)Nc2ccc(C)cc2)nc2c1C(=O)CC(C)(C)C2	-5	0.4	8	14	0	1	2	18	29
Cc1ccc(NC(=O)C2CCCN(S(=O)(=O)c3ccc4c(c3)oc(=O)n4C)C2)nc1 (stereo not given)	-7	-0.1	0	-7	-6	-1	9	-4	-20
CCOc1ccccc1-c1cc(-c2n[nH]c(=S)n2CC)c2ccccc2n1	2	1.1	2	-2	0	3	10	-12	23
O=C1CN(C(=O)CC2c3ccccc3-c3ccccc32)CC(=O)N1	0	0.6	-4	17	2	-4	13	-20	3
Cc1nn(CC(=O)Nc2ccc(N(C)C)cc2)c(C)c1[N+](=O)[O-]	0	-0.8	12	-6	1	-1[fluorescence artefact?]	11	5	3
CN(c1c[nH]c(=O)[nH]c1=O)C1CCCCC1	4	-0.7	11	14	7	2	6	-4	27
CC(NC(=O)CSCc1ccc(Br)cc1)c1ccccc1 (stereo not given)	3	0.2	1	9	-2	2	3	-16	2
CCCCOc1ccc(/C=c2\sc3ncnn3c2=O)cc1	4	0.6	-9	-5	-1	-13	16	-30	21
C=CCNC(=S)N/N=C/c1ccc(C(C)(C)C)cc1	23*	0.3	-34	-28	-1	-1	4	-9	30
O=C(C1CCN(S(=O)(=O)c2cnc[nH]2)CC1)N1CCn2c1nc1ccccc12	-4	1.8	-20	-3	-2	-4	10	-18	22
O=C(COC(=O)c1ccncc1)c1ccccc1	-2	2.3	-2	13	6	-2	9	9	3
O=C(C[n+]1cc(-c2ccc(Cl)cc2)n2c1CCC2)N1c2ccccc2Sc2ccccc21	18	3.4	-23	-15	2	1[fluorescence artefact?]	3	-8	3
COc1ccc(OC)c(C(=O)COC(=O)CNC(=O)c2ccccc2)c1	-6	-1.3	3	-10	-9	1	8	6	33
Cc1ccccc1S(=O)(=O)Cc1ccc(C(=O)NC(C)c2ccc3c(c2)OCCO3)o1 (stereo not given)	2	1.7	-3	-8	0	1	5	-20	-8
COCCCNC(=O)C1CCN(C(=O)c2cc3sccc3n2Cc2ccc(F)cc2)CC1	-2	-0.6	9	18	-1	-1	-8	2	-13
CC(C)Oc1ccc(C2CC(=O)N(c3ccc(N(C)C)cc3)C2=O)cc1 (stereo not given)	2	-1.6	8	3	1	-3	8	-18	16
Next compounds:
SMILES	NPY Y1 blocker	S1P4 agonist	NPY-Y2 PAM-ag	NPY-Y1 PAM-ag	p97 inhibitor	eIF4E-4G inh	EP2 antag	S1P4 antag	EP2 mod
CCC1CCCCN1c1nc2c(C=O)c(C)nn2c2ccccc12 (stereo not given)	3	-0.6	-3	-21	0	4	3	-9	51
O=C(Oc1coc(CSc2ncccn2)cc1=O)c1cccc([N+](=O)[O-])c1	1	1.0	-7	2	4	-4	5	8	30
CC(=O)C1=C(C)NC(SCC(N)=O)=C(C#N)C1CC(C)C (stereo not given)	-1	-1.3	0	4	2	-4	11	-23	15
O=C(COC(=O)c1ccc[nH]c1=O)Nc1ccc(S(=O)(=O)N2CCCC2)cc1	.	0.3	3	-5	0	-5	7	-17	-14
CCOc1cc(CNn2cnnc2)cc(Br)c1OCC(=O)NC1CCCCC1	-4	-1.4	-6	-28	-9	-3[fluorescence artefact?]	7	-10	19
COCCCNS(=O)(=O)c1ccc(S(=O)(=O)N2CCCC2)cc1	3	1.3	-5	20	0	-2	7	-4	29

An excerpt from above in order of molar mass, lowest first:
SMILES	NPY Y1 blocker	S1P4 agonist	NPY-Y2 PAM-ag	NPY-Y1 PAM-ag	p97 inhibitor	eIF4E-4G inh	EP2 antag	S1P4 antag	EP2 mod
O=C(COC(=O)c1ccncc1)c1ccccc1	-2	2.3	-2	13	6	-2	9	9	3
C=CCNC(=S)N/N=C/c1ccc(C(C)(C)C)cc1	23*	0.3	-34	-28	-1	-1	4	-9	30
CCCCOc1ccc(/C=c2\sc3ncnn3c2=O)cc1	4	0.6	-9	-5	-1	-13	16	-30	21
CC(=O)C1=C(C)NC(SCC(N)=O)=C(C#N)C1CC(C)C (stereo not given)	-1	-1.3	0	4	2	-4	11	-23	15
CCC1CCCCN1c1nc2c(C=O)c(C)nn2c2ccccc12 (stereo not given)	3	-0.6	-3	-21	0	4	3	-9	51
CC(C)Oc1ccc(C2CC(=O)N(c3ccc(N(C)C)cc3)C2=O)cc1 (stereo not given)	2	-1.6	8	3	1	-3	8	-18	16
COCCCNS(=O)(=O)c1ccc(S(=O)(=O)N2CCCC2)cc1	3	1.3	-5	20	0	-2	7	-4	29
CC(NC(=O)CSCc1ccc(Br)cc1)c1ccccc1 (stereo not given)	3	0.2	1	9	-2	2	3	-16	2
O=C(Oc1coc(CSc2ncccn2)cc1=O)c1cccc([N+](=O)[O-])c1	1	1.0	-7	2	4	-4	5	8	30
O=C(C1CCN(S(=O)(=O)c2cnc[nH]2)CC1)N1CCn2c1nc1ccccc12	-4	1.8	-20	-3	-2	-4	10	-18	22
O=C(COC(=O)c1ccc[nH]c1=O)Nc1ccc(S(=O)(=O)N2CCCC2)cc1	.	0.3	3	-5	0	-5	7	-17	-14
COCCCNC(=O)C1CCN(C(=O)c2cc3sccc3n2Cc2ccc(F)cc2)CC1	-2	-0.6	9	18	-1	-1	-8	2	-13
O=C(C[n+]1cc(-c2ccc(Cl)cc2)n2c1CCC2)N1c2ccccc2Sc2ccccc21	18	3.4	-23	-15	2	1[fluorescence artefact?]	3	-8	3

Only part of the results is shown; rates above refer to the full screens.
